RXFP1 antag: qHTS Assay for Antagonists of the Relaxin Receptor RXFP1. HEK293-RXFP1, relaxin-stimulated cAMP HTRF, 30 min; stronger effect = lower value. activity change, negative = inhibition, % at 57.5 µM. actives 0.59% (n = 350,000). AID 1259400, 2018;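 active = activity change of -60% or lower, but not beyond a set lower limit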; note: % is set by controls: 0 for no effect and ±100 for the full control effect
D2 antagonist: HTS Assay for Allosteric Antagonists of the Human D2 Dopamine Receptor: Primary Screen for Antagonists. D(2) dopamine receptor (Homo sapiens), P14416. actives 2% (n = 340,000). HEK293 TREx D2 cells, calcium flux, dopamine EC80. inhibition, % at 10 µM. AID 485344, 2010; in the data active = inhibition above about 30%; note: 0% is about no effect
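In this primary screen, negative modulation is detected by tracking calcium flux after an EC80 dopamine challenge in inducible HEK293 T-REx D2 cells preexposed to test compound for 180 s.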
D1 ag: Allosteric Agonists of the Human D1 Dopamine Receptor: qHTS | actives 1% (n = 360,000) | HEK293 T-REx D1 cells, calcium flux, agonist mode | activation, % at 2 µM | AID 504660, 2011 | D(1A) dopamine receptor (Homo sapiens), P21728; note: 0% is about no effect
Target sequence (P21728 whole entry, looked up): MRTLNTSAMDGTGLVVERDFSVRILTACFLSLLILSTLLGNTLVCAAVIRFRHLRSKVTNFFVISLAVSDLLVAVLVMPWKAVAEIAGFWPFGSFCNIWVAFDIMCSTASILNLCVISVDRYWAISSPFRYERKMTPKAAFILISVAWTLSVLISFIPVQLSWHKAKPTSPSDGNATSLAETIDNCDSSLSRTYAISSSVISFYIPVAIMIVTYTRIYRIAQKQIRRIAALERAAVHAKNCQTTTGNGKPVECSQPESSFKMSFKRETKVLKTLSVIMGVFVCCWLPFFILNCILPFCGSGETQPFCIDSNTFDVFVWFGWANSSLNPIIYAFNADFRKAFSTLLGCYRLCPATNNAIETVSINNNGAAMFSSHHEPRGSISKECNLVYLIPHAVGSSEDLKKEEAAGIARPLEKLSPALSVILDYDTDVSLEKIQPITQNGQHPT
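Agonism was scored from calcium flux recorded over 180 s (1 read/s) after pintool compound addition, following a 10-cycle baseline. Cells were inducible force-coupled HEK293 TREx D1, plated overnight at 30 C and loaded with no-wash calcium dye.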
D1 antagonist: Antagonist of Human D 1 Dopamine Receptor: qHTS; D(1A) dopamine receptor (Homo sapiens), P21728; HEK293 TREx D1 cells, calcium flux, dopamine EC80; stronger effect = lower value; activity change, negative = inhibition, % at 10 µM; actives 3.2% (n = 360,000); AID 504652, 2011; in the data active = activity change below about -30%; note: % is set by controls: 0 for no effect and ±100 for the full control effect
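Inducible Hek293 Trex D1 cells (tetracycline, overnight, 30 C). Calcium dye 30–90 min RT. Antagonist mode: EC80 dopamine added after 180 s compound read.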
TRHR ag: qHTS for Small Molecule Agonists and Allosteric Enhancers of Human TRH Receptor: Primary Screen for Agonists | AID 493084, 2011 | activation, % at 2 µM | TRHR cells, calcium flux fluo-8, FDSS agonist mode | actives 0.18% (n = 360,000); note: 0% is about no effect
Target sequence (P34981 whole entry, looked up): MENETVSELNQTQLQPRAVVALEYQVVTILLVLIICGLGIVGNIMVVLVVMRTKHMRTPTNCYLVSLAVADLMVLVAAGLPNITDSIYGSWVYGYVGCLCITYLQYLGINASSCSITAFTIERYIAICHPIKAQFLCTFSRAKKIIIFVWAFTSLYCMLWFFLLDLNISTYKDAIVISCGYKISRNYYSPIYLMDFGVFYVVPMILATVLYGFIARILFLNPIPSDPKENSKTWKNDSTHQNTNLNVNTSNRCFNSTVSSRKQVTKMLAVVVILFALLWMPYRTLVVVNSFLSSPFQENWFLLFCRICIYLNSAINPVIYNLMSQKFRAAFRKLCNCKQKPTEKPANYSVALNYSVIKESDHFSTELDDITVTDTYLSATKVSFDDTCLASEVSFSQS
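Agonist-mode FDSS calcium read (Ex 480/Em 530, 1 s cycles) in 1536-well TRHR cells with fluo-8 dye, after 10-cycle baseline and 23 nL compound addition; TRH at EC20 (10 nM final) added afterwards for the enhancer phase.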
TRHR enhancer: qHTS for Small Molecule Agonists and Allosteric Enhancers of Human TRH Receptor: Primary Screen for Enhancers; Thyrotropin-releasing hormone receptor (Homo sapiens), P34981; TRHR cells, fluo-8 calcium fluorescence, EC20 TRH enhancement; enhancement, % at 2 µM; actives 0.66% (n = 360,000); AID 493056, 2011; in the data active = enhancement above about 30%; note: 0% is about no effect
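TRHR-expressing cells loaded with fluo-8 calcium dye were read kinetically (ex 480/em 530) during compound addition, then stimulated with an EC20 of TRH (10 nM final). Enhancement of the Gq-mediated intracellular calcium response was scored.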
D2 PAM: HTS Assay for Positive Allosteric Modulators of the Human D2 Dopamine Receptor: Primary Screen for Potentiators; HEK293 T-REx D2, calcium flux, EC20 dopamine potentiation; AID 485347, 2010; actives 0.34% (n = 340,000); potentiation, % at 10 µM;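 active = potentiation over 3 SD above the plate norm, cut at about 30% in these data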; note: 0% is about no effect
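Tetracycline-induced Hek293 Trex D2 cells, force-coupled to calcium, loaded with no-wash calcium dye. Compound added with 180 s kinetic read for agonism, then EC20 dopamine and a further 180 s read for potentiation.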
D2 agonist: HTS Assay for Allosteric Agonists of the Human D2 Dopamine Receptor: Primary Screen for Agonists. D(2) dopamine receptor (Homo sapiens), P14416. HEK293 T-REx D2 cells, calcium flux agonist mode. activation, % at 2 µM. actives 0.53% (n = 340,000);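 active = activation over 3 SD above normal in the single-dose calcium agonist read, cut at about 30% in these data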; note: 0% is about no effect
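Agonism is scored from calcium flux in a force-coupled, inducible HEK293 cell line expressing D2, read kinetically for 180 s after compound addition against dopamine controls.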
D1 PAM: Potentiators of Human D1 Dopamine Receptor: qHTS; HEK293 TREx D1 cells, calcium flux, dopamine EC20 potentiation; potentiation, % at 10 µM; actives 0.036% (n = 360,000); AID 504651, 2011; in the data active = potentiation above about 30%; note: 0% is about no effect
An asterisk follows results filed as active; · = no result given; & = joins results of further samples. Cut-off read from the data, not from the text of the source, unless noted: active = activation above about 30%; inactive = the rest.

SMILES | RXFP1 antag | D2 antagonist | D1 ag | D1 antagonist | TRHR ag | TRHR enhancer | D2 PAM | D2 agonist | D1 PAM
COc1ccccc1CN1C[C@@H]2C[C@@H](c3ccc4nsnc4c3)N3CCC[C@@]23C1=O | -13 | 1 | 0 | -72* | -1.4 | -3 | 4 | 0.0 | -4
Cc1ccc(C)c(NC(=O)C(c2ccccc2)N2CCN(CC(=O)NC3CC3)CC2)c1 (configuration not stated) | -6 | 5 | 5 | 9 | -0.1 | 0 | 12 | -0.1 | -4
CCCOc1ccc(C2=NNC(=O)CC2)cc1 | 2 | -2 | 1 | 8 | -0.8 | 4 | 12 | 0.9 | 4
COc1ccc(CN(CC(=O)NC2CCCC2)C(=O)CN2C(=O)COc3ccccc32)cc1 | -1 | 1 | 2 | 3 | 0.2 | -1 | -1 | -1.0 | ·
CC1(C)CC(=O)C2=C(C1)OC1OC(=O)CC21C (configuration not stated) | -10 | · | 0 | 21 | 0.7 | -4 | -2 | · | -5
C=CCn1c(CCNC(=O)c2cccs2)nnc1SCC(=O)c1ccc(Br)cc1 | 8 | 14 | 0 | -22 | -0.3 | -2 | -3 | 0.6 | -6
O=C(c1cccc(Cl)c1)N1CCN(Cc2ccccc2)CC1 | 18 | 8 | 1 | -4 | -0.4 | 0 | 0 | 0.1 | -7
CCN(CC)CCNC(=O)C12CC3CC(C)(CC(C)(C3)C1)C2 | 11 | -13 | 7 | -3 | 2.9 | -4 | 1 | 0.9 | 3
CN1C(C(=O)NCc2ccc(OC(F)(F)F)cc2)CC2Cn3c(nc4cc5ccccc5cc43)C21 (configuration not stated) | · | -9 | 3 | 6 | -0.2 | -1 | 4 | 0.1 | -2
COC(=O)C(NC(=O)c1ccccc1C(=O)O)c1ccc2ccccc2c1 (configuration not stated) | -2 | -8 | 6 | 3 | 0.1 | 3 | 11 | 0.4 | -1
CCOC(=O)c1c(NC(=O)c2ccccc2C(=O)O)sc2c1CCCC2 | 10 | -1 | 3 | 6 | 0.1 | 15 | -2 | -1.0 | 7
CC(=O)Nc1ccc(C)cc1 | · | 13 | 1 | · | 0.0 | -7 | -24 | -0.2 | 0
Clc1ccc(-c2nnc(-c3ccco3)nc2N2CCCCC2)cc1 | -3 | 6 | 2 | -8 | -0.1 | 6 | 5 | -0.1 | 4
COc1cccc(CNC(=O)c2ccc3c(c2)S(=O)(=O)N=C2CCCCCN23)c1 | -23 | 3 | 2 | 8 | -1.0 | 3 | 11 | 0.1 | -3
NC(=O)c1ccc(NC(=O)C2CC2)cc1 | -30 | -5 | 1 | -10 | -0.1 | 3 | 0 | 0.2 | 0
Cc1cc(C)nc(SCC(=O)Nc2ncc3c(n2)CC(C)(C)CC3=O)n1 | -17 | · | 1 | 5 | 0.2 | -1 | · | · | -4
COc1ccccc1C(=O)C1CCCN(C(=O)c2ccc(C(C)=O)s2)C1 (configuration not stated) | 9 | 11 | 0 | -13 | 0.5 | 2 | 12 | 0.8 | -1
Cc1ccc2oc(=O)c3cnn(CC(=O)N4CCN(c5ccccc5F)CC4)c3c2c1 | -3 | · | 1 | -5 | -0.2 | 5 | 2 | -0.1 | 0
CC1CCN(C(=O)c2ccc(S(=O)(=O)Cc3cccc(F)c3)c([N+](=O)[O-])c2)CC1 | 6 | -17 | 9 | -1 | 0.1 | 1 | 2 | 2.0 | -6
COC(=O)CN(Cc1ccco1)S(=O)(=O)c1ccccc1 | 7 | 5 | 2 | 6 | 0.4 | -6 | -8 | 0.2 | -4
CCn1c(=O)c(=O)[nH]c2cc(C(=O)NCC3CCCCC3)ccc21 | 2 | 5 | 2 | 20 | -0.6 | 3 | 0 | 0.3 | 0
O=C(CSc1ncnc2sccc12)Nc1ccc(S(=O)(=O)N2CCOCC2)cc1 | -9 | 13 | 3 | -2 | -0.3 | 9 | -4 | 0.1 | 0
CCOC(=O)c1ccccc1NC(=O)CSc1nc2ccccc2n1CC(=O)N1CCCC1 | -15 | 23 | 0 | 0 | -1.8 | -4 | 13 | -2.0 | -1
Cc1ccc(NC(=O)c2c(NC(=O)Cc3ccccc3)sc3c2CCCC3)cc1 | -18 | · | 2 | 6 | 0.9 | 4 | 2 | -0.9 | -3
Cc1c(Cc2ccccc2)c(=O)oc2c(CN(C)C)c(O)c(Cl)cc12 | -9 | 7 | -2 | 29 | -0.6 | 7 | 8 | -0.3 | -8

Overlap with the part before: two compounds, followed by the next part.
SMILES | RXFP1 antag | D2 antagonist | D1 ag | D1 antagonist | TRHR ag | TRHR enhancer | D2 PAM | D2 agonist | D1 PAM
Cc1ccc(NC(=O)c2c(NC(=O)Cc3ccccc3)sc3c2CCCC3)cc1 | -18 | · | 2 | 6 | 0.9 | 4 | 2 | -0.9 | -3
Cc1c(Cc2ccccc2)c(=O)oc2c(CN(C)C)c(O)c(Cl)cc12 | -9 | 7 | -2 | 29 | -0.6 | 7 | 8 | -0.3 | -8
COc1cccc(COCC(O)Cn2cnc3cc(C)c(C)cc32)c1 (configuration not stated) | -10 | -14 | 10 | 3 | 0.2 | -1 | 9 | -0.3 | -1
Cc1ccc(N2CC(C(=O)Nc3c(C)n(C)n(-c4ccccc4)c3=O)CC2=O)cc1 (configuration not stated) | 10 | 11 | 7 | -1 | 0.9 | -5 | 4 | 1.4 | 2
O=C(O)CS(=O)(=O)CC(=O)NCc1cccc(C(F)(F)F)c1 | -7 | -8 | 0 | -1 | -0.1 | -3 | 15 | 1.1 | 8
CC(=O)N1N=C(c2ccncc2)OC12CCCCCC2 | 9 | -1 | 3 | 1 | -0.2 | -6 | -6 | -0.1 | -6
Cc1cccc(C)c1NC(=S)N1CCC(N(C)CC2CCCO2)CC1 (configuration not stated) | -35 | -4 | 2 | 2 | 0.5 | 13 | 10 | 0.2 | -1
COc1ccccc1CCC(=O)Nc1ccc2c(c1)CN(CCCn1cccn1)CC2 | 16 | -25 | 0 | 2 | 0.0 | 1 | -25 | 0.0 | -6
Cc1cccc(NC(=O)Cn2cnc(S(=O)(=O)N3CCCC3)c2)c1C | 24 | 5 | 1&1 | 0&-9 | 0.0&0.0 | 1&-4 | 4&-4 | 1.4&-0.4 | -5&-2
Cc1ccc2[nH]c3c(c2c1)CN(C)CC3 | -11 | 31* | 4 | 18 | 1.0 | 3 | -30 | 2.4 | -7
O=C(c1cccc(Br)c1)N1CCN(Cc2cc(=O)n3nc(-c4ccccc4)sc3n2)CC1 | 14 | · | 2 | 11 | 0.1 | 1 | -6 | 2.9 | -3
N#Cc1nc(COc2ccccc2Cl)oc1NCc1ccco1 | 0 | 22 | 2 | -23 | 0.8 | -1 | -2 | -0.4 | -6
CN(c1ccc(-c2csc(NC(=O)C3CC(=O)N(Cc4ccco4)C3)n2)cc1)S(C)(=O)=O (configuration not stated) | -27 | 16 | 1 | 5 | 0.9 | -10 | -8 | 0.5 | -3
O=C(CCCCCNC(=S)Nc1ccc(Cl)cc1)C[N+](=O)[O-] | -7 | -3 | 2 | 12 | 0.1 | 4 | -3 | 0.0 | 2
COCCNC(=O)c1ccccc1NC(=O)c1ccc(Cl)c(S(=O)(=O)Nc2ccc(C)cc2C)c1 | -4 | -32 | 4 | 5 | 0.3 | -13 | 2 | 0.9 | -1
CCNNC(=O)C(O)(c1cccc(C)c1)c1cccc(C)c1 | 19 | -8 | 2 | 7 | 0.1 | -4 | 7 | 0.3 | 0
Cc1ccc(C(=O)Nc2ccc(S(=O)(=O)Nc3cnc4ccccc4n3)cc2)cc1 | -12 | 1 | 1 | -13 | 0.3 | 1 | 1 | -0.1 | -1
COc1ccccc1-c1ccc(SCc2ccc(F)cc2)nn1 | 0 | -3 | 7 | 4 | 0.6 | -4 | -5 | 2.1 | -9
COC(=O)c1ccc(O)c(Sc2cc(C(=O)OC)ccc2O)c1 | -5 | 7 | 18 | -25 | 1.2 | -4 | 1 | 1.4 | 1
CCOC(=O)NC(C(F)(F)F)(C(F)(F)F)P(=O)(c1ccccc1)c1ccccc1 | -7 | -5 | 2 | -1 | 0.6 | -5 | 3 | -0.3 | 3
O=C(N/N=C/c1ccc(F)cc1)c1sccc1OCc1ccc(F)cc1 | 4 | -3 | 3 | 14 | 0.0 | 9 | -3 | 0.0 | 7
O=C(NNC(=S)NC(=O)c1cccc([N+](=O)[O-])c1)c1ccc(Br)cc1 | -15 | 27 | 32* | 4 | 5.9 | -7 | -10 | 19 | -3
CCCNC(=O)c1ccc(N2CCC3(CC2)CC(c2cccc(Br)c2)=NO3)c(NC(=O)c2cccc(OC)c2)c1 | · | · | 6 | 0 | 0.1 | 1 | · | · | 0
CC(=O)NC(Cc1ccc(F)cc1)C(=O)N1CCN(C(=O)NCc2ccccc2)CC1 (configuration not stated) | 0 | -1 | -1 | -7 | 0.0 | 6 | 2 | -0.6 | -11
C/C(=N/NC(=O)CNC(=O)C1COc2ccccc2O1)c1ccc2c(c1)OCCO2 (configuration not stated) | -3 | 6 | 0 | 3 | -0.2 | -5 | 7 | -0.5 | 4
COc1cc(O)c2c(c1)OC(c1ccc(O)cc1)CC2=O (configuration not stated) | · | -6 | -1 | -19 | -0.1 | 2 | -9 | -0.1 | -2
COc1ccccc1N(CC(=O)N(C)Cc1ccccc1)S(=O)(=O)c1cccs1 | -2 | 11 | 1 | 4 | -0.3 | -2 | -4 | -1.2 | -1
Cc1c(O)cc2n(c1=O)-c1ccccc1C2(C)C | 1 | -8 | 1 | 1 | 0.1 | 0 | -2 | -0.3 | 0

With a hit mark in D1 ag, of those listed so far:
structure	RXFP1 antag	D2 antagonist	D1 ag	D1 antagonist	TRHR ag	TRHR enhancer	D2 PAM	D1 PAM
O=C(NNC(=S)NC(=O)c1cccc([N+](=O)[O-])c1)c1ccc(Br)cc1	-15	27	32*	4	5.9	-7	-10	-3

Not a retest: an excerpt of the list.
SMILES | RXFP1 antag | D2 antagonist | D1 ag | D1 antagonist | TRHR ag | TRHR enhancer | D2 PAM | D2 agonist | D1 PAM
COc1cc(O)c2c(c1)OC(c1ccc(O)cc1)CC2=O (configuration not stated) | · | -6 | -1 | -19 | -0.1 | 2 | -9 | -0.1 | -2
COc1ccccc1N(CC(=O)N(C)Cc1ccccc1)S(=O)(=O)c1cccs1 | -2 | 11 | 1 | 4 | -0.3 | -2 | -4 | -1.2 | -1
Cc1c(O)cc2n(c1=O)-c1ccccc1C2(C)C | 1 | -8 | 1 | 1 | 0.1 | 0 | -2 | -0.3 | 0

Screens deposited in PubChem by National Center for Advancing Translational Sciences (NCATS).

Compounds as they come; any-hit rate near 7.1%.
